PG9 binder: PG9 antibody binding by small molecule; TR-FRET gp120-PG9 antibody binding; inhibition, % at 6.7 µM; 360,000 tested, 0.43% active; AID 624416; in the data active = inhibition above about 8.5%
LEDGF integ inh: blocks HIV-1 LEDGF/p75-dependent DNA integration; TR-FRET IN-LEDGF/p75 DNA integration, Eu/Cy5; inhibition, % at 3.7 µM; 370,000 tested, 0.64% active; AID 743269;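 active = inhibition above the screen-wide mean plus 3 SD, cut at about 13% in these data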;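 note: signal is the Cy5 over europium emission ratio at 671 and 618 nm; 0% = plate median of compound wells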
PRMT1 FP inh: blocks human protein arginine methyltransferase 1; Q99873; recombinant PRMT1, activity-based probe fluorescence polarization; inhibition, % at 2.79 µM; 370,000 tested, 1.3% active;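 active = inhibition above about 21% made by adding two undisclosed values, limit read from the data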
UHRF1 MBD2 ctr: human UHRF1 methylated DNA binding inhibitors | Q96T88 | UHRF1 binding to methylated oligo, TR-FRET | inhibition, % at 4.4 µM | 370,000 tested, 0.75% active | AID 687016; in the data active = inhibition above about 21%;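 note: UHRF1 SRA domain binding a hemimethylated CpG hairpin DNA probe; 0% = median of test compound wells and 100% = reference inhibitor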
MBD2 DNA inh: MBD2-methylated oligo binding inhibition. Q9UBB5. TR-FRET, MBD2 binding to methylated oligonucleotide. inhibition, % at 4.4 µM. 370,000 tested, 0.31% active. AID 686964; in the data active = inhibition above about 13%
Rev-erbA mod: Rev-erb alpha (human) modulation | P20393 | Rev-erbα–FITC-DNA binding, fluorescence polarization, 90 min | activity, % at 10 µM | 370,000 tested, 0.79% active | AID 1259318;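 active = activity above about 14%, limit read from the data; passing the limit was not always enough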;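 note: 0% = DMSO wells with 35 nM protein and 100% = DMSO wells with 750 nM protein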
Target sequence (P20393 whole entry, looked up): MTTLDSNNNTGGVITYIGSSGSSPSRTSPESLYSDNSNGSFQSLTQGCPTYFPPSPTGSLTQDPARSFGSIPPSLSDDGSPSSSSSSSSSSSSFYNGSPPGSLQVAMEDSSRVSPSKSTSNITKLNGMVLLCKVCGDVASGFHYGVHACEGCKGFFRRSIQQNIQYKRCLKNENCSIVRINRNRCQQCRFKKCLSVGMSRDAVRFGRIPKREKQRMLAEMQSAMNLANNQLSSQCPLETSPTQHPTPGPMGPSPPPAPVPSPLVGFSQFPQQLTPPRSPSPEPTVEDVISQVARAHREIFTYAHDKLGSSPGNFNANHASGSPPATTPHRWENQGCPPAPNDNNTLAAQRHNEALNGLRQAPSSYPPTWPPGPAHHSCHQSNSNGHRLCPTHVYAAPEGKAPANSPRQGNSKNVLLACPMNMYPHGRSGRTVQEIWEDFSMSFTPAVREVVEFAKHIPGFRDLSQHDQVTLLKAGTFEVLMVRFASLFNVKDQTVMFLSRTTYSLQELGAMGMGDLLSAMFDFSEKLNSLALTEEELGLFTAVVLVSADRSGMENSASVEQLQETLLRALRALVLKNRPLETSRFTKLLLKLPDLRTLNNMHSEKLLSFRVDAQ
TCR CD3 inh: human TCR-CD3 binding inhibition | inhibition, % at 9.4 µM | 360,000 tested, 0.37% active | TAMRA-labeled TCR probe fluorescence, biochemical | AID 651800; in the data active = inhibition above about 19%;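 note: recombinant mutant TCR 2C K166C tagged with TAMRA read by polarization; 0% = receptor in buffer alone and 100% = receptor with positive control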
rCAG binder: binds r(CAG) RNA repeats | 370,000 tested, 1.3% active | r(CAG) RNA repeat, TO-PRO-1 dye displacement fluorescence | inhibition, % at 3 µM;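 active = inhibition above the plate cutoff, the mean of all test compounds on that plate plus 3 SD, cut at about 35% in these data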;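 note: 0% = DMSO alone and 100% = 100 µM mitoxantrone as full dye displacement; higher means more dye released from RNA so lower well fluorescence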
HTRA1 inhibitor: HTRA1 (human) protease inhibition | Q92743 | recombinant HTRA1, FP-rhodamine activity-based probe, fluorescence polarization | 340,000 tested, 0.5% active | inhibition, % at 5.96 µM; in the data active = inhibition above about 36%;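 note: 0% = enzyme with DMSO and 100% = wells lacking enzyme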
Target sequence (Q92743 whole entry, looked up): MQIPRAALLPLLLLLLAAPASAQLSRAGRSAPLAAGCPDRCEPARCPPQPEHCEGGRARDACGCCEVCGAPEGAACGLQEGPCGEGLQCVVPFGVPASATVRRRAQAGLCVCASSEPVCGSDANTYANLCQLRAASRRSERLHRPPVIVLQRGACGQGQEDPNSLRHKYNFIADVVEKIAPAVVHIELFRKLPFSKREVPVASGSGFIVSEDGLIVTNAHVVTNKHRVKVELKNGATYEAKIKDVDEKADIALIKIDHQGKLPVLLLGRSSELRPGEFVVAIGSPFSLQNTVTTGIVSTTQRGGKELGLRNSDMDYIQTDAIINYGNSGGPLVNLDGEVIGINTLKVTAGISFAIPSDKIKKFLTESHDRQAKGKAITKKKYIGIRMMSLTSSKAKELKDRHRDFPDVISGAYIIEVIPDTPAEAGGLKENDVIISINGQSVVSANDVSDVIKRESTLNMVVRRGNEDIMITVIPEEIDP
mABHD4 FP: inhibitors of mouse ABHD4 | Q8VD66 | 370,000 tested, 0.54% active | purified mABHD4, FP-Rh probe fluorescence polarization | AID 720543 | inhibition, % at 8.92 µM;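 active = inhibition exceeding the mean over every tested compound plus 3 SD, cut at about 30% in these data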;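 note: 0% = plate median of compound wells and 100% = S159A mutant with DMSO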
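Test system: mABHD4 protein | Buffer or medium: HEPES pH 7.0 buffer, 150 mM NaCl, 0.01% Pluronic F-127 | Probe or stimulus: FP-Rh fluorescent activity-based probe, added after compound pre-incubation | Timing: Pre-incubation 45 min, probe exposure 60 min, at 25 °C | Technique: Fluorescence polarization, excitation 525 nm, emission 598 nm, BODIPY TMR filters | Repeats: Single well per compound (singlicate)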
Starred values were filed as active, the others as inactive; · = not tested or not shown.

SMILES	PG9 binder	LEDGF integ inh	PRMT1 FP inh	UHRF1 MBD2 ctr	MBD2 DNA inh	Rev-erbA mod	TCR CD3 inh	rCAG binder	HTRA1 inhibitor	mABHD4 FP
Cc1cc(-c2ccccc2)oc(=O)c1NC(=O)c1ccccc1	-1.9	-1	4	-1	2	0	-2	1	-9	-2
COCCCNC(=O)C[C@H]1C[C@@]2(C(=O)OC)C(=C[C@H](C(C)C)O[C@@H]2C2CC2)N(Cc2ccccc2)C1=O	0.1	-5	-3	0	5	-5	4	-2	·	2
Cc1cc(Br)cc(C=Nc2ccc(N3CCOCC3)cc2)c1O	-2.7	26*	0	0	-4	3	3	1	11	6
CNC(=S)Nc1ccc(OC(F)(F)F)cc1	-1.8	0	0	1	5	1	5	-3	5	-7
Cc1ccc(NC2CCCN(C(=O)c3ccccn3)C2)cc1C (stereo not drawn)	-2.9	-4	4	0	3	0	-5	-5	5	-1
Cc1ccc(NC(=O)C2=CN3CCS(=O)(=O)N=C3C=C2)cc1	-0.4	-2	1	0	1	2	2	2	-3	-2
Cc1ccc(C)c(S(=O)(=O)Nc2ccc(C(=O)NCCCN(C)C)cc2)c1	1.0	-4	-2	3	-1	-4	-6	1	1	8
COc1ccc(-c2c(-c3cc(OC)cc(OC)c3)n(C)c3ccc(-c4ccn[nH]4)cc23)cc1	0.1	-6	2	-2	3	3	24*	14	5	9
CN(c1ccc(OCC(=O)Nc2ccc(S(N)(=O)=O)cc2)cc1)S(=O)(=O)c1ccc(F)cc1	0.2	-3	1	13	2	4	-5	7	-8	-1
O=C(CC12CC3CC(CC(Br)(C3)C1)C2)OCCN1CCCCC1	-0.4	5	-6	-2	1	7	5	-8	2	-1
Cc1ccc(OCCN2C(=O)C(=O)c3cc(C)ccc32)cc1	-1.2	-1	-2	0	2	-2	2	-3	-12	10
C[C@@H]1CC=C[C@H]2[C@H]1C(=O)N(Cc1ccccc1)[C@H]2c1ccc(F)c(/C=C/c2ccccc2)c1	0.1	0	-1	-2	3	5	-1	5	-16	-1
CCOC(=O)C1(C(=O)OCC)NC(=O)CC1C (stereo not drawn)	0.7	-2	4	0	2	-3	2	0	1	4
COc1cccc(-c2cnc3c(NC(C)=O)cc(-c4ccc(OC)c(OC)c4)cn23)c1	-0.1	1	8	-6	-3	3	-11	12	·	-10
CCOC(=O)C1CCCCN1Cc1cccc(Oc2ccccc2)c1 (stereo not drawn)	-2.5	5	-1	1	-3	4	0	-2	-11	-6
Cc1[nH]cnc1CN1CCc2c(c3ccccc3n2C)C1=O	-0.1	5	2	-8	1	1	0	1	3	2
Cc1ccc(CC(=O)NC2CCSC2=O)cc1 (stereo not drawn)	1.4	1	1	0	-3	-5	1	3	4	4
CCN(CC)CCNC(=O)Cn1cnc2sc(C)c(S(=O)(=O)N3CCC(C)CC3)c2c1=O	0.4	-7	1	-1	-7	0	-4	-4	3	-3
COC(=O)c1ccc(C2C(C(=O)Nc3ccc(C)cc3C)=C(C)Nc3ncnn32)cc1 (stereo not drawn)	0.1	4	0	3	-3	16	4	4	4	-3
O=C(COC(=O)c1ccc(N2CCCC2=O)cc1)NCc1ccco1	0.5	2	0	2	0	-3	0	1	5	5
CCN(CC)CC(=O)Nc1ccc(Oc2ccc(NC(=O)CN(CC)CC)cc2)cc1	-2.1	5	-2	1	1	-5	2	-13	·	-1
COc1ccc(NC(=O)c2cc3cccc(OC)c3oc2=Nc2ccc(C(=O)O)cc2)cc1OC	1.8	-3	-1	0	5	·	-1	2	-9	5
COC(=O)COc1ccc(S(=O)(=O)NCc2ccncc2)cc1	-0.2	1	-1	0	-2	-3	-3	-1	3	5
COc1ccccc1C1OC(c2cccc([N+](=O)[O-])c2)=NN1C(C)=O (stereo not drawn)	-0.7	-3	-2	-1	1	0	4	-4	4	0
COc1ccc(-n2c(=O)c3ccccc3n(CC(=O)NC3CCCCC3)c2=O)cc1	0.0	-1	2	0	-3	7	6	1	0	2

Next section, starting with the last 3 of the part before.
SMILES	PG9 binder	LEDGF integ inh	PRMT1 FP inh	UHRF1 MBD2 ctr	MBD2 DNA inh	Rev-erbA mod	TCR CD3 inh	rCAG binder	HTRA1 inhibitor	mABHD4 FP
COC(=O)COc1ccc(S(=O)(=O)NCc2ccncc2)cc1	-0.2	1	-1	0	-2	-3	-3	-1	3	5
COc1ccccc1C1OC(c2cccc([N+](=O)[O-])c2)=NN1C(C)=O (stereo not drawn)	-0.7	-3	-2	-1	1	0	4	-4	4	0
COc1ccc(-n2c(=O)c3ccccc3n(CC(=O)NC3CCCCC3)c2=O)cc1	0.0	-1	2	0	-3	7	6	1	0	2
NC(=O)CC[C@@H]1NC(=O)[C@@H]2CCCN2C(=O)c2cc([N+](=O)[O-])cc(I)c2NCCC[C@@H](C(N)=O)NC1=O	-1.7	-2	3	3	-2	-9	1	1	·	-1
CCc1cccc(NS(=O)(=O)c2ccc3c(c2)NC(=O)CO3)c1	-1.8	-3	-1	-2	-2	0	3	5	-4	18
COCCN1C(=O)N(c2ccc(OC)cc2)C(=O)C1CC(=O)Nc1cccc(F)c1 (stereo not drawn)	0.3	1	1	0	3	2	0	-1	5	7
O=[N+]([O-])c1cccc(CON=Cc2cc(Cl)ccc2O)c1	-1.3	-3	-4	-1	1	-3	6	6	-25	-20
CSC1=C(C#N)C(c2ccc(Cl)cc2)C2=C(CC(C)(C)CC2=O)N1 (stereo not drawn)	-0.6	-4	-1	-4	-1	-4	-2	6	-12	-4
COc1ccccc1NC(=O)Nc1ccncc1	0.2	0	-1	0	-2	0	4	-2	-20	-3
CCOC(=O)CSc1n[nH]c(NC(=O)c2cccc(C)c2)n1	-0.7	0	0	3	4	2	4	-1	4	7
COc1ccc([C@H]2Cc3cc(O)cc(O)c3C(=O)O2)cc1O	-1.5	0	-1	0	-1	-5	4	5	0	-1
C=CCNC(=O)COC(=O)CCC(=O)c1cccs1	0.7	10	3	1	8	1	0	-3	4	7
CN(C)Cc1cc2ccccc2c2c1COC2	-3.1	-1	2	-1	-3	0	-4	-1	2	1
O=C(N/N=C/c1ccccc1O)/C(=C/c1ccccc1)CCO	-2.5	-6	1	2	0	-1	1	1	19	-2
COc1ccc(N(C(=O)Cn2nnc3ccccc32)C(C(=O)NCc2ccco2)c2ccncc2)cc1 (stereo not drawn)	-1.8	-1	1	1	0	4	9	8	1	7
Cn1c(CN2CCN(C(=O)c3ccccc3Cl)CC2)nc2cc([N+](=O)[O-])ccc21	-0.7	-1	0	0	-2	-2	7	-3	0	0
Cc1c(CC(=O)O)c(=O)oc2c(C)c(OCc3nn[nH]n3)ccc12	-0.1	-2	0	2	-1	-5	3	-3	3	1
Cc1ccc(CNC(=O)CCC2CCCN(Cc3cc4ccccc4o3)C2)o1 (stereo not drawn)	2.8	-2	6	5	4	-5	-7	-4	-4	-2
CC(=O)CC(=O)Nc1ccccc1NC(C)=O	-0.5	3	-2	-7	1	0	6	-2	5	-10
CCN(CC)S(=O)(=O)c1cccc(C(=O)OCC(=O)NCCN2C(=O)CSC2=O)c1	1.6	-1	-5	0	-1	-5	-2	2	-4	1
O=[N+]([O-])c1ccc(CSc2nnc(Cc3ccccc3)o2)cc1	-0.7	5	0	1	-4	1	-5	-7	-2	-3
CN(CC(=O)Nc1ccc(N2CCOCC2)cc1)C(=O)c1cc2c(s1)CCCC2	-3.5	5	3	-2	-7	-5	-1	3	2	8
NC(=O)C1=C[C@@H](c2ccc3c(c2)OCO3)C[C@@H](OCCCCO)O1	0.6	-3	1	-5	-5	-5	-1	5	2	7
Cc1cc(C(C)(C)C)cc(S(=O)(=O)NCCO)c1C	-1.0	1	2	0	0	3	9	-2	-1	4
C=CCn1c(-c2ccc(OC)cc2)csc1=Nc1c(C)n(C)n(-c2ccccc2)c1=O	-0.6	0	-3	-4	3	-4	-4	-11	6	-10
COc1cccc(CNc2nc3cc(-c4ccccc4C)sc3c(=O)n2C)c1OC	2.2	1	-6	0	-2	-3	-3	9	·	-18
COc1ccc(C(=O)C(CN2CCOCC2)c2ccccc2)cc1 (stereo not drawn)	-0.4	-4	-2	0	-4	2	2	-4	-4	-16
CCCNC(=O)c1ccccc1NC(=O)CN(c1ccccc1)S(=O)(=O)N(C)C	0.9	-2	1	0	7	2	-2	-4	-13	5

The listing continues.
SMILES	PG9 binder	LEDGF integ inh	PRMT1 FP inh	UHRF1 MBD2 ctr	MBD2 DNA inh	Rev-erbA mod	TCR CD3 inh	rCAG binder	HTRA1 inhibitor	mABHD4 FP
Cc1sc(NC(=O)c2cc3ccccc3oc2=O)c(C(=O)OC(C)C)c1-c1ccccc1	-0.6	0	-2	4	-3	-2	6	1	1	-3
O=C1Nc2ccc(S(=O)(=O)N3CCCC3C(=O)O)c3cccc1c23 (stereo not drawn)	-2.1	14*	1	1	-5	1	1	3	-4	4
CN(CCCOC(=O)c1cc2ccccc2o1)C1CN(Cc2cn(Cc3ccccc3Cl)nn2)S(=O)(=O)C1 (stereo not drawn)	·	3	-4	6	1	-3	·	1	·	-1
Cn1c(=O)c2c(nc(CN3CCOCC3)n2CCCO)n(C)c1=O	-2.0	-5	0	13	2	8	0	-4	-3	0
Cc1ccc(S(=O)(=O)ON2C(=O)c3ccccc3C2=O)c(C)c1	1.2	-5	0	9	1	-1	2	-1	3	4
O=C(CC1C(=O)N(c2ccccc2)C(=S)N1c1ccccc1)c1ccccc1 (stereo not drawn)	-1.6	-3	-2	0	1	1	7	-2	-25	-11
COc1ccc(NC(=O)CC(NCc2ccccn2)C(=O)O)cc1 (stereo not drawn)	0.6	0	-5	-4	3	-4	-2	-1	1	-7
COC(C(=O)Nc1ccc(Br)cc1F)c1ccccc1 (stereo not drawn)	2.4	5	3	1	-1	-2	-4	-5	-15	-4
O=C1CSCN1c1cc(Cl)ccc1Cl	-2.0	-2	0	0	-3	-3	2	3	·	0
NC(=NC(=O)c1ccccc1)N1CCN(C(c2ccccc2)c2ccccc2)CC1	-3.2	5	2	-6	-10	8	-6	2	7	-3
Cc1ccc(NC(=O)NC2CCCN2S(=O)(=O)c2ccc(Cl)cc2)cc1 (stereo not drawn)	-0.2	-1	2	1	-3	1	1	4	-3	-6
COc1ccc(S(=O)(=O)N(CC(=O)NCc2ccco2)c2ccc(F)cc2)cc1	-1.0	-2	3	0	4	-4	-7	0	-1	0
O=C(NC1CCCCC1)Oc1cccc2ccccc12	-1.0	2	-2	-2	-2	1	4	-1	4	4
COc1ccc(C)cc1NC(=O)CN1C(=O)COc2ccc(S(=O)(=O)N3CCC(C)CC3)cc21	-2.0	-3	4	2	2	10	-2	1	-3	1
O=C(CSc1ccc(Cl)cc1)N/N=C/c1cccnc1	-4.3	-4	0	0	3	4	2	-2	0	1
CCc1nnc(NC(=O)CCC(=O)NCc2ccc(OC)cc2)s1	-2.1	4	0	0	-1	5	-6	1	1	-1
COc1ccc(Cc2c(-c3ccco3)nc3ccc(Br)cn23)c(C)c1	-6.1	5	31*	6	3	-16	7	18	·	14
COc1ccc(NC(=S)N(CCc2c(C)[nH]c3ccc(C)cc23)Cc2cccs2)cc1	-1.2	0	1	-3	1	0	-7	12	-15	-2
Cc1ccc2c(c1)C(O)(CC(=O)c1cccnc1)C(=O)N2 (stereo not drawn)	-1.4	-5	2	-2	-5	-2	-4	-2	4	3

Bioassay records deposited in PubChem BioAssay by several laboratories.

Some of the compounds tested; count on the stated rates, not on these rows.
